High-throughput results as filed in PubChem.
MCF10A rerep: inducers of DNA re-replication in MCF 10A breast cells; 350,000 compounds, 2.9% hits; Potency, µM (top dose mostly 46.1 µM), for the others: top-dose activity, positive = re-replication, hits mostly activators; MCF 10A DNA re-replication, Hoechst nuclear intensity, 48 h; note: potency is the fitted concentration of half-maximal effect; % of control where 0% means no effect; nearly all actives have a fitted effect of over 50% in size
HT1080 IDH1KD tx: toxicity to HT-1080 IDH1 knockdown cells (counter line); HT-1080 IDH1 knockdown viability, ATP luminescence, 48 h; Potency, µM (doses to about 46.1 µM), for the others: top-dose activity, negative = toxicity, actives largely listed as cytotoxic; 360,000 compounds, 2% hits; AID 686971;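 note: potency is the fitted concentration of half-maximal effect; 0% = DMSO wells and -100% = cell-free medium wells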
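% activity derives from luminescence (CellTiter-Glo), normalised to DMSO and no-cell wells. HT-1080-IDH1KD cells, 750/well, had 48 h compound exposure at 37 °C.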
HT1080NT lethal: kills 2HG-producing HT-1080-NT fibrosarcoma cells | HT-1080-NT fibrosarcoma viability, CellTiter-Glo ATP luminescence, 48 h | Potency, µM (doses to about 46.1 µM), inactives show at the highest dose activity, negative = less viability, actives largely listed as cytotoxic | 360,000 compounds, 1.6% hits | AID 686970;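 note: NT is the 2HG producing partner of a matched IDH1 knockdown line; potency is the fitted concentration of half-maximal effect; 0% = DMSO-treated cells and -100% = media-only wells without cells; nearly all actives have a fitted effect of over 55% in size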
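HT-1080-NT fibrosarcoma cells (2HG-overproducing), 750 cells/well in RPMI with 5% FBS, dosed after 2 h and incubated 48 h at 37C. CellTiter-Glo luminescence normalized to DMSO and no-cell wells; concentration-response curves fitted and classed.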
KB-V1 cytotox: kills drug-selected multidrug resistant KB-V1 cells. KB-V1 MDR cells viability, CellTiter-Glo, 72 h. Potency, µM (titrated, usually from 46.1 µM), without a hit: top-dose activity change, negative = cytotoxicity, usual class: cytotoxic. 400,000 compounds, 3.4% hits; note: potency is the fitted concentration of half-maximal effect; % is set by controls: 0 for no effect and ±100 for the full control effect; nearly all actives have a fitted effect of over 60% in size
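qHTS viability screen in drug-selected KB-V1 MDR cells: 72 h compound treatment at 37 degrees C, ATP luminescence end point.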
D3 ag: D3 dopamine receptor (human) agonism | P35462 | 410,000 compounds, 0.58% hits | max activation, % | AID 652048 | D3R DiscoveRx beta-arrestin cells, luminescence, 90 min; in the data active = max activation above about 30%; note: 0% is about no effect; mostly tested at two doses, the higher about 12 µM
Target sequence (P35462 whole entry, looked up): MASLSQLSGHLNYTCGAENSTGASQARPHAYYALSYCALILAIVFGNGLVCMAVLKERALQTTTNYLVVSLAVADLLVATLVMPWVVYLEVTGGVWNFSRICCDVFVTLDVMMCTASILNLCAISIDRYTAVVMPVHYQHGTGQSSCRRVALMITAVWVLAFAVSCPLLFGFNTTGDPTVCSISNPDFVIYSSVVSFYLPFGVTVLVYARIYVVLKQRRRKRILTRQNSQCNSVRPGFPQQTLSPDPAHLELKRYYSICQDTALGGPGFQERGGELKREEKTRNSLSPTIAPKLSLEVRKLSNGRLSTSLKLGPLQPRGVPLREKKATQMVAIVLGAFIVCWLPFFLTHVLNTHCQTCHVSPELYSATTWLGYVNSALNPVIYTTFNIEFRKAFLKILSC
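Cells at 1500/well, incubated overnight, then treated with pinned compounds (dopamine as control) for 90 min at 37 degrees C. DiscoveRx reagent added for 30 - 60 minutes at room temperature; luminescence read.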
HEK293 tox: cytotoxicity in counter-screen for GLP-1R inverse agonists. HEK293 cAMP-luciferase reporter cells, luminescence, 24 h. Potency, µM (top dose mostly 38.3 µM), for the others: at the highest dose activity change, negative = inhibition, usual class: inhibitors. 410,000 compounds, 0.13% hits;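 note: loss of luciferase light is scored as toxicity; potency is the fitted concentration of half-maximal effect; % is set by controls: 0 for no effect and ±100 for the full control effect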
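MLSMR compounds, 24 hr on cells at 37 deg C/5% CO2; luminescence after luciferase reagent (12 min RT). Inhibition counted as the undesired cytotoxic outcome.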
IL1B secr inh: inflammasome signaling inhibition, IL-1 beta readout; THP-1 LPS/ATP IL-1B secretion, AlphaLISA, 16 h; active compounds read low; activity change, % at 57.5 µM; 360,000 compounds, 4.7% hits; AID 743279; in the data active = activity change below about -50%; inconclusive = mostly about -30% to -49%; note: % is set by controls: 0 for no effect and ±100 for the full control effect
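Secreted IL-1B measured by AlphaLISA bead assay after 16 h compound exposure of THP-1 cells; compounds (final up to 57.5 uM) added 1 h before LPS (250 ng/mL) and ATP (1.25 mM) stimulation; lower signal means less secretion.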
KB-3-1 tox: KB-3-1 parental cell cytotoxicity. KB-3-1 viability, CellTiter-Glo ATP luminescence, 72 h. Potency, µM (top dose mostly 46.1 µM), for the others: top-dose activity change, negative = cytotoxic, actives largely listed as cytotoxic. 400,000 compounds, 1.4% hits; note: potency is the fitted concentration of half-maximal effect; % is set by controls: 0 for no effect and ±100 for the full control effect; nearly all actives have a fitted effect of over 60% in size
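Screening of KB-3-1 cells (DMEM, 10% FBS, phenol-red free) ran from lowest to highest compound concentration; after 72 h at 37 °C viability was read luminescently and curves fitted.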
SW480 rereplic: induces DNA re-replication in SW480 colon adenocarcinoma cells; SW480 DNA re-replication, Hoechst DNA content imaging, 48 h; Potency, µM (series often up to 46.1 µM), for inactives: at the top dose re-replication activation, usual class: activators; 340,000 compounds, 1.8% hits; AID 624297; note: potency is the fitted concentration of half-maximal effect; % of control where 0% means no effect; nearly all actives have a fitted effect of over 55% in size
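Cells (250 per well) received 23 nL compound or DMSO by pin tool and were kept 48 hr at 37 C, 5% CO2. Nuclei were then stained with Hoechst for 40 min and scanned for DNA content.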
The depositor's hits bear a star; u = inconclusive; x = no result given; [ ] = dose if it differs, or a comment. Unless noted, calls come from the whole dose curve; as a rule, active = well fitted curve in the direction sought with a large enough effect; inconclusive = small, poorly fitted or top-dose-only effect, or another doubt; inactive = no such curve, though single readings can be large; an effect the other way counts as inactive or inconclusive.

Molecule,MCF10A rerep,HT1080 IDH1KD tx,HT1080NT lethal,KB-V1 cytotox,D3 ag,HEK293 tox,IL1B secr inh,KB-3-1 tox,SW480 rereplic
NNC(=O)c1ccc(-c2ccccc2F)cc1,3%,-2%,2%,-1%,-7,10%,0,4%,-3%
Cc1c(C(=O)N2CCOCC2)sc(NC(=O)c2ccc3c(c2)OCO3)c1C#N,-8%,25%,5%,-7%,1,-6%,-25,15%,6%
O=C1C=CC(=O)N1c1ccc(-c2nc3ccccc3o2)cc1,x,u,18%,2%,-1,-14%,-22,9%,x
O=C(CCC(=O)OCc1cccc(C(=O)Oc2ccccc2)c1)Nc1cccc2ccccc12,-2%,-5%,2%,18%,4,-3%,16,7%,-7%
O=C(Nc1cccnc1)C1CCCN1S(=O)(=O)c1ccc(Cl)c(Cl)c1 (configuration not stated),-4%,5%,0%,u,-23,2%,2,6%,1%
O=C(COC(=O)c1cccc(S(=O)(=O)N2CCc3ccccc32)c1)Nc1ccc(Cl)cn1,4%,6%,-1%,-1%,-2,4%,11,-2%,u
CCOc1ccc(NC(=O)Cn2cc(C(=O)c3ccc(C)c(C)c3)c(=O)c3cc(F)ccc32)cc1,x,x,x,27%,8,-7%,x,11%,x
CCCN1CCN(S(=O)(=O)c2ccc3c(c2)NC(=O)C(C)C(=O)N3)CC1 (configuration not stated),8%,1%,9%,2%,1,-3%,-6,0%,8%
CCOC(=O)c1cc2c(=O)n3ccccc3nc2n(C(C)C)c1=NC(=O)C(C)(C)Oc1ccc(Cl)cc1,x,x,x,-6%,7,145%[activator],x,-1%,x
CSc1cccc(NC(=O)C2CCCN(S(C)(=O)=O)C2)c1 (configuration not stated),x,0%,-6%,-1%,3,0%,-19,-1%,x
COc1ccc2[nH]c3nc(SCC(=O)Nc4ccc5c(c4)OCO5)nnc3c2c1,3%,2%,-4%,11%,-3,7%,-14,5%,4%
O=C(NN1C(=O)/C(=C/C=C/c2ccccc2)SC1=S)c1ccncc1,18µM*,-7%,-9%,6%,-1,u,-72*,9%,-2%
CC1(Cc2ccccc2C#N)C(=O)Nc2ccc(OC(F)(F)F)cc21 (configuration not stated),x,-8%,1%,-39%,-2,3%,-22,-10%,x
CC(C)C[C@@H](CN1CCCC1CN1C(=S)NC[C@@H]1Cc1ccccc1)N1C[C@H](Cc2ccc(O)cc2)N(CC2CCCCC2)C1=S (some centres not stated),x,u,u,u,-8,-10%,-21,-8%,x
Nc1cc(=O)nc(SCC(=O)Nc2cccc(Cl)c2)n1CCc1ccccc1,x,x,x,-1%,1,-4%,x,9%,x
Cc1cc(=O)n2[nH]c(-c3sccc3-n3c(C)ccc3C)cc2n1,16%,-7%,-12%,u,0,3%[7.66 µM],-3,-3%,u
COc1ccc(NC(=O)CCN2CCN(S(=O)(=O)c3ccc(F)cc3)CC2)cc1,2%,14%,1%,5%,3,-1%,-15,-8%,-10%
CCOC(=O)c1ccc(NC(=O)Cc2cccs2)cc1,u,2%,6%,-14%,8,-3%,u,19%,7%
CCCN1CCN(CCNC(=O)Nc2ccc(OC)cc2OC)CC1,x,x,x,0%,-9,-8%,x,7%,x
Cc1c(CNC2CCCCC2)c(C(=O)O)c(C)n1Cc1cccc(Cl)c1,x,x,x,-15%,-18,4%,x,-10%,x

Some of the entries so far, with two lines to a compound.
Screens in order: MCF10A rerep	HT1080 IDH1KD tx	HT1080NT lethal	KB-V1 cytotox	D3 ag	HEK293 tox	IL1B secr inh	KB-3-1 tox	SW480 rereplic
> CCCN1CCN(S(=O)(=O)c2ccc3c(c2)NC(=O)C(C)C(=O)N3)CC1 (configuration not stated)
  8%	1%	9%	2%	1	-3%	-6	0%	8%
> CCOC(=O)c1cc2c(=O)n3ccccc3nc2n(C(C)C)c1=NC(=O)C(C)(C)Oc1ccc(Cl)cc1
  x	x	x	-6%	7	145%[activator]	x	-1%	x
> CSc1cccc(NC(=O)C2CCCN(S(C)(=O)=O)C2)c1 (configuration not stated)
  x	0%	-6%	-1%	3	0%	-19	-1%	x
> COc1ccc2[nH]c3nc(SCC(=O)Nc4ccc5c(c4)OCO5)nnc3c2c1
  3%	2%	-4%	11%	-3	7%	-14	5%	4%
> O=C(NN1C(=O)/C(=C/C=C/c2ccccc2)SC1=S)c1ccncc1
  18µM*	-7%	-9%	6%	-1	u	-72*	9%	-2%
> CC1(Cc2ccccc2C#N)C(=O)Nc2ccc(OC(F)(F)F)cc21 (configuration not stated)
  x	-8%	1%	-39%	-2	3%	-22	-10%	x
> CC(C)C[C@@H](CN1CCCC1CN1C(=S)NC[C@@H]1Cc1ccccc1)N1C[C@H](Cc2ccc(O)cc2)N(CC2CCCCC2)C1=S (some centres not stated)
  x	u	u	u	-8	-10%	-21	-8%	x
> Nc1cc(=O)nc(SCC(=O)Nc2cccc(Cl)c2)n1CCc1ccccc1
  x	x	x	-1%	1	-4%	x	9%	x
> Cc1cc(=O)n2[nH]c(-c3sccc3-n3c(C)ccc3C)cc2n1
  16%	-7%	-12%	u	0	3%[7.66 µM]	-3	-3%	u

Additional structures.
Molecule,MCF10A rerep,HT1080 IDH1KD tx,HT1080NT lethal,KB-V1 cytotox,D3 ag,HEK293 tox,IL1B secr inh,KB-3-1 tox,SW480 rereplic
COC(=O)c1ccc(NC(=O)CSc2nnc(C)n2CC2CCCO2)cc1 (configuration not stated),-1%,13%,17%,-15%,5,9%,28,1%,-6%
CCCCOc1ccc(C(=O)NCC(=O)NCC(c2ccc(OC)cc2)N2CCCC2)cc1 (configuration not stated),2%,-1%,-1%,-3%,-9,4%,u,-4%,-7%
Cc1cc(C(=O)Nc2cnn(Cc3ccc(Cl)cc3Cl)c2)no1,13%,-29%,-13%,13µM*,-8,7%,1,3%,-1%
COc1ccc(NC(=O)CCS(=O)(=O)c2ccccc2)c(OC)c1,-16%,8%,11%,0%,-7,3%,-11,-3%,-3%
O=C(CSc1nncs1)NC(=O)Nc1ccc2c(c1)OCCO2,x,15%,11%,-3%,1,-22%,-3,0%,x
COc1ccc(NC(=O)CCNC(=O)c2ccccc2)cc1S(N)(=O)=O,-8%,14%,0%,3%,0,-2%,46,4%,u
Cc1ccc(C2CC(c3ccccc3OC(F)F)Nc3ncnn32)cc1 (configuration not stated),-4%,1%,-6%,-2%,5,-10%,8,1%,8%
Cc1ccc(-c2cnn(-c3cccc(C(F)(F)F)c3)c2N)cc1,12%,-4%,-5%,16µM*,-21,0%,-4,-14%,1%
O=C(Nc1ccccc1N1CCCCC1)c1cc(S(=O)(=O)N2CCOCC2)ccc1F,12µM*,-5%,-1%,u,-21,-4%,-23,u,16%
COC(=O)c1ccc(C2=NOC(C)(c3nnc(-c4cccc(Cl)c4)o3)C2)cc1 (configuration not stated),-3%,10%,13%,u,-5,0%,21,u,-4%
CC(C)OCCCn1c(=N)c(C(N)=S)cc2c(=O)n3ccccc3nc21,9.2µM*,4%,6%,u,2,492%[activator],-22,16%,5.8µM*
CNc1nc(-c2ccc(OC)cc2)c(-c2ccc(OC)cc2)s1,10%,-15%,-8%,-25%,49*,-9%,-22,-10%,2%
Cc1cccc(NC(=O)c2sc3nc4c(cc3c2N)CCCCCC4)c1C,x,x,x,-13%,-19,-50%,x,u,x
CCOC(=O)N1CCC(NC(=O)c2ccc3c(Cl)c4c(nc3c2)CCCC4)CC1,u,-4%,-2%,u,2,0%,u,0%,u
COC(=O)C(Cc1cccc(C)n1)(c1ccccc1)c1ccccc1,6%,-7%,-2%,11%,-4,-1%,-16,2%,-1%
CCOc1ccccc1CNC(=O)c1ccc(NC(=O)C2=CSCCO2)cc1,4%,1%,0%,-6%,-9,-4%,-6,0%,9%
NC(=S)NN=C1c2cc(S(=O)(=O)N3CCOCC3)ccc2-c2ccc(S(=O)(=O)N3CCOCC3)cc21,15%,0%,3%,2%,7,-27%,-5,0%,4%
N#CCO/N=C(\c1ccccc1)c1ccncc1,-15%,-28%,-9%,u,-5,13%,-18,-1%,u
Nc1ccc2ncccc2c1N,u,-6%,1%,0%,7,-23%,0,0%,x
O=C(c1ccccc1)C(CCc1ccccn1)CCc1ccccn1,6%,-3%,-2%,-18%,-11,16%,-16,-14%,2%
O=c1c2ccccc2nc2ccc(NCc3cccs3)nn12,-4%,2%,17%,12%,8,-15%,-29,-4%,-4%
Cc1ccc(CSc2nnc(-c3ccccn3)n2Cc2cccs2)cc1,x,u,u,u,5,-25%,-12,u,x
CCSc1ccccc1C(=O)NCc1ccc2c(c1)OCO2,12%,1%,23%,u,-1,5%,-10,11%,-2%
Cc1ccc(-c2nc(CS(=O)(=O)CC(=O)N3CC(C)CC(C)C3)c(C)o2)cc1 (configuration not stated),-1%,-11%,u,u,-5,-7%,-25,u,3%
CC(=O)NC(Cc1ccccc1F)C(=O)NC1CCN(S(=O)(=O)c2ccccc2)CC1 (configuration not stated),-1%,-4%,0%,4%,-2,-6%,-2,-2%,-2%

Outcome played no part in choosing rows. Share with any hit: about 11%.
